Assay outcomes as filed in PubChem.
KDM5B inh: Primary screen for KDM5B Histone Demethylases FDH-coupled qHTS. KDM5B demethylase, FDH-coupled NADH fluorescence (FDH is formaldehyde dehydrogenase). Potency, µM (doses to about 57.7 µM), without a hit: at the highest dose activity change, negative = inhibition, usual class: inhibitors. Lysine-specific demethylase 5B (Homo sapiens), Q9UGL1. 220,000 tested, 2.6% active. AID 1347165, 2019; active = well fitted inhibition curve with a large enough effect; inconclusive = small, poorly fitted or top-dose-only effect; inactive = no such curve, though single readings can be large or run the other way; note: 0% is about no effect; nearly all actives have a fitted effect of over 70% in size
Target sequence (Q9UGL1 whole entry, looked up): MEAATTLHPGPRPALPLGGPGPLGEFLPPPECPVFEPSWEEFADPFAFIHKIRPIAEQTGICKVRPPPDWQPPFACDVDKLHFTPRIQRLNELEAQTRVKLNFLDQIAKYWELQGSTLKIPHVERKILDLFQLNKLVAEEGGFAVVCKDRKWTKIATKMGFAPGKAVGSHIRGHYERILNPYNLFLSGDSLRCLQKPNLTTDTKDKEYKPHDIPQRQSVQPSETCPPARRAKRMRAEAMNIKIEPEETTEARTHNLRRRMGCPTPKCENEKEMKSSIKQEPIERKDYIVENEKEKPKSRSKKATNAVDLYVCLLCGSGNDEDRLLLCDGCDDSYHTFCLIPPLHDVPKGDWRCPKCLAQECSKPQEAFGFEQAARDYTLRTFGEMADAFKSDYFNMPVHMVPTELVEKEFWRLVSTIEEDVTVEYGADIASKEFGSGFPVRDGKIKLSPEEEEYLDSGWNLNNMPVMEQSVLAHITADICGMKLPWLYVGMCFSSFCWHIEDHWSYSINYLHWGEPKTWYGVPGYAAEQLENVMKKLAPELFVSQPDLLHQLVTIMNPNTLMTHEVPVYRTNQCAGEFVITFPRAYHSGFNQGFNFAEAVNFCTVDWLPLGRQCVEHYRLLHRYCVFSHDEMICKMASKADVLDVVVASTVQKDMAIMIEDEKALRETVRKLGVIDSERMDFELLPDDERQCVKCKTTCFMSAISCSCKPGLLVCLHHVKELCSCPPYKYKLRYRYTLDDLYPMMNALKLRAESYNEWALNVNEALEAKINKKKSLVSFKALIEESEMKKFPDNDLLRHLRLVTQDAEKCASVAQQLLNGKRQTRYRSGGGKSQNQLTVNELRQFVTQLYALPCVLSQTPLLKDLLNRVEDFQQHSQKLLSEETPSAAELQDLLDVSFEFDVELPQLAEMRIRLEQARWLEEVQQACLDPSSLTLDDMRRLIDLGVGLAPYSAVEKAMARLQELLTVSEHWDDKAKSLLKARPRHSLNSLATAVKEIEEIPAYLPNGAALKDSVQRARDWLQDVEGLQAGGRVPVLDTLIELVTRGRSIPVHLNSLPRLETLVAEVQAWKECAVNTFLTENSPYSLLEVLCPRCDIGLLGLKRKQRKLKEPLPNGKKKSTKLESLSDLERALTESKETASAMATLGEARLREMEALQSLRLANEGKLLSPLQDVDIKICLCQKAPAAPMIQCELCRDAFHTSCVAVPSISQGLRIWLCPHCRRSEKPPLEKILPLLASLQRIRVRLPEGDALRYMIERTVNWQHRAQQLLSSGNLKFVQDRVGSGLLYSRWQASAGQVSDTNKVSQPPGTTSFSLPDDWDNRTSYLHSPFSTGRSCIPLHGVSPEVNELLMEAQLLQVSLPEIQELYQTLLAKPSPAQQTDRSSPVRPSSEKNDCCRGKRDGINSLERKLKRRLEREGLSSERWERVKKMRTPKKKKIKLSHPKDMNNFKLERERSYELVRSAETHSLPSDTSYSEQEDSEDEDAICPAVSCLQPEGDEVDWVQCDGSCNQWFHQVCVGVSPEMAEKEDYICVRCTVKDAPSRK
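Inhibition is measured as reduced NADH fluorescence generation from FDH coupling to formaldehyde release. Truncated KDM5BΔAP at 200 nM final acts on H3K4me3 peptide (12.5 µM in substrate mix) in pH 7.5 HEPES buffer with Tween-20, 30 min, room temperature.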
An asterisk follows results filed as active; i = inactive; ? = inconclusive; & = joins results of further samples; [ ] = remark or other dose. Potency is the fitted concentration of half-maximal effect.

mol | KDM5B inh
CCN1CCN(C(=O)COc2ccc3c(=O)c(-c4ccc(OC)cc4)c(C)oc3c2)CC1 | -1%
Cc1ccc(S(=O)(=O)NC[C@H]2C[C@@H]3CCN2C[C@@H]3CN2CCN(c3ccccn3)CC2)cc1 | -21%
CC12CC[C@H]3[C@@H](CCC4(O)CC(O)CCC34/C=N/O)C1(O)CCC2C1=CC(=O)OC1 (some centres not stated) | 25%
O=C(NC[C@H]1C[C@@H]2CCN1C[C@@H]2CN1CCSCC1)c1ccccc1 | ?
COc1cc2c(cc1OCC1CCCC1)N(C(=O)CC(C)C)CC21CCN(CC(=O)O)CC1 | -7%
CNC(=O)O/N=C(\C)Cc1nnn(-c2cc(C)on2)n1 | 28%
NC(N)=NC(N)=NCc1cccnc1 | 15%
CC[C@H]1CN2CC[C@H]1C[C@@H]2CNS(=O)(=O)c1ccc(Cl)cc1 | -6%[86.2 µM]
CCCSc1ncc(CN2CCCC3(CCNC3)C2)cn1 (configuration not stated) | ?
COc1cc2c(cc1Oc1cccc(N(C)C)c1)NC(=O)C21CCN(c2cnccn2)CC1 | ?
Cn1nc(C2CCCNC2)n(C2CCCC2)c1=O (configuration not stated) | 37%[activator]
COc1ccc(CC(=O)N2Cc3ccccc3CC3(CCCN3C)C2)cc1 (configuration not stated) | 9%[115 µM]
O=C1NCCCCCCN(Cc2ccncc2)[C@@H]2CN(C(=O)COc3ccccc3)CC[C@@H]12 | ?
CC[C@H]1CN2CC[C@H]1C[C@@H]2CNCc1ccc(C(F)(F)F)cc1 | -2%[86.2 µM]
Cn1nc(C2CCCCC2)cc1[C@H]1CN2CC[C@H]1C[C@@H]2CNC(=O)N1CCOCC1 | 9%[86.2 µM]
CCOc1cc(CNCCc2ccccc2F)ccc1OC | ?
CN1Cc2ccccc2-n2ccnc2C12CCN(C(=O)C1CCOCC1)CC2 | 30%
COc1ccc(-c2cc([C@H]3CN4CC[C@H]3C[C@@H]4CNC(=O)NCc3ccccc3)n(C)n2)cc1 | 8%
CC(=NCCC1=CCCCC1)c1c(O)n(-c2ccccc2)c(=O)[nH]c1=O | 5%
Cc1ccc([C@H]2CN(C(=O)CN3C(=O)CNC3=O)[C@@H]3C4CCN(CC4)[C@H]23)cc1 | 20%
CC(=O)Nc1ccc(S(=O)(=O)N2C[C@@H]3C[C@H](C2)c2c(-c4cccs4)ccc(=O)n2C3)cc1 | ?
COc1cc2c(cc1OCc1ccccc1)N(C(=O)c1cccc(N(C)C)c1)CC21CCN(C)CC1 | -29%
O=C(CCCc1ccccc1)NCCc1cnc[nH]1 | 33%[activator]
Cc1ccc2[nH]c(C)c(C(O)CN3CCC(C)CC3)c2c1 (configuration not stated) | -5%
Cc1cc(C(=O)Nc2ccc3c(c2)OCCO3)nn1C(C)(C)C | 28%
COc1cc(C(=O)OC2C[C@H]3CC[C@@H](C2)N3C)ccc1O (some centres not stated) | 3%
CC(C)(C)c1ccc(NC(=O)OC[C@H]2C[C@@H]3CCN2C[C@@H]3c2cc(C3CCCC3)nc(-c3ccncc3)n2)cc1 | -20%
CC(=O)N1CCC2(CC1)CC(c1cccnc1)=NO2 | 18µM*
CCC(CC)c1cc([C@H]2CN3CC[C@H]2C[C@@H]3CNC(=O)Nc2ccc(C(C)=O)cc2)nc(-c2ccncc2)n1 | -22%
CC(C)=CCSc1nnc([C@@H](N)Cc2c[nH]c3ccccc23)o1 | -15%

Reprinted from the part before: 6 compounds, then new ones.
mol | KDM5B inh
Cc1cc(C(=O)Nc2ccc3c(c2)OCCO3)nn1C(C)(C)C | 28%
COc1cc(C(=O)OC2C[C@H]3CC[C@@H](C2)N3C)ccc1O (some centres not stated) | 3%
CC(C)(C)c1ccc(NC(=O)OC[C@H]2C[C@@H]3CCN2C[C@@H]3c2cc(C3CCCC3)nc(-c3ccncc3)n2)cc1 | -20%
CC(=O)N1CCC2(CC1)CC(c1cccnc1)=NO2 | 18µM*
CCC(CC)c1cc([C@H]2CN3CC[C@H]2C[C@@H]3CNC(=O)Nc2ccc(C(C)=O)cc2)nc(-c2ccncc2)n1 | -22%
CC(C)=CCSc1nnc([C@@H](N)Cc2c[nH]c3ccccc23)o1 | -15%
CN(C)CCN(C)C[C@H]1CN2CC[C@H]1C[C@@H]2CNC(=O)c1ccc(N(C)C)cc1 | -1%[86.2 µM]
Cc1ccc(NC(=O)N2C[C@@H]3C[C@H](C2)c2c(-c4ccccc4F)ccc(=O)n2C3)cc1 | 19%[86.2 µM]
CCn1nccc1C(=O)N1[C@H]2CC[C@@H]1c1cnc(-c3ccccc3)nc1C2 | 28%
COc1cccc(S(=O)(=O)N2CCC3(C2)C(=O)N(C)c2ccc(OC)cc23)c1 (configuration not stated) | -26%
CC(C)(C)NC(=O)N1[C@H]2CC[C@@H]1c1cnc(-c3ccccc3)nc1C2 | 16%
COc1cc2c(cc1OCc1ccncc1)NC(=O)C21CCN(Cc2ccncc2)CC1 | ?
CN(C1CCNCC1)C1CCOCC1 | 7%
O=C1CCCCC1CN1CCCCC1 (configuration not stated) | 19%
C[N+](C)(C)CC1CCCCC1=O (configuration not stated) | -15%
COc1cc(C(CN)CC(=O)O)ccc1O (configuration not stated) | 0%
O=C(O)c1ccccc1N=Nc1c(O)[nH]c(=O)[nH]c1=O | -3%
CC(=O)Nc1ccc(N=Cc2c(O)n(Cc3ccco3)c(=O)[nH]c2=O)cc1 | -23%
COc1cccc(CC(=O)N2CC[C@H]3C(=O)NCCCCCN(Cc4cccnc4)[C@@H]3C2)c1 | -14%
CN1CCCC12Cc1ccccc1CN(C(=O)Cc1cccc(Cl)c1)C2 (configuration not stated) | 0%[115 µM]
Cc1ncc2c(n1)C[C@@H]1CC[C@H]2N1S(=O)(=O)Cc1ccccc1 | -6%
COc1ccc(OC)c(C2SCC(=O)Nc3c2c(C)nn3-c2ccccc2)c1 (configuration not stated) | 13%
O=C1C2C3CCC(O3)C2C(=O)N1c1cccc(F)c1 (configuration not stated) | 17%
Cc1cnc(C2CC2)n1C1CCNCC1 | -22%
CC(C)NC(=O)NC[C@H]1C[C@@H]2CCN1C[C@@H]2c1cc(-c2ccccc2)nn1C | 14%[86.2 µM]
Cc1ncc2c(n1)C[C@@H]1CC[C@H]2N1C(=O)Nc1ccc(C)c(C)c1 | 3%
COc1ccccc1-c1cc([C@H]2CN3CC[C@H]2C[C@@H]3COC(=O)Nc2ccc(C(C)C)cc2)nc(C)n1 | -17%
COc1cccc(C2SCC(=O)Nc3[nH]ncc32)c1 (configuration not stated) | 20%
COc1ccc(-c2cn(C[C@H]3CC4CCN3C[C@@H]4C(=O)N3CCN(c4ccccc4OC)CC3)nn2)cc1 (some centres not stated) | -15%
CN1Cc2ccccc2-n2ccnc2C12CCN(C(=O)c1ccoc1)CC2 | 0%
COc1ccc(-c2cc([C@H]3CN4CC[C@H]3C[C@@H]4COC(=O)NC(C)C)n(C)n2)cc1OC | -9%
FC(F)(F)CN1C2CCC1CN(c1ccc(C(F)(F)F)nc1)C2 | -15%[149 µM]
O=C(O)CC1(CNC(=O)Cn2ccc3c(Cl)cccc32)CCCCC1 | 18%
Cc1cc(C(=O)N2[C@H]3CC[C@@H]2c2cnc(-c4ccccc4)nc2C3)nn1C | -23%
Cc1ccncc1C(=O)N1[C@H]2CC[C@@H]1c1cnc(-c3ccc(F)cc3)nc1C2 | 5%
Cc1ccc(Cn2cccc(C(=O)Nc3ccc4c(c3)OCO4)c2=O)cc1 | -13%
Cc1noc(-c2ccc(N3CC4CC(C3)c3cccc(=O)n3C4)nc2)n1 (configuration not stated) | 22µM*
CCCNC(=O)OC[C@H]1C[C@@H]2CCN1C[C@@H]2c1cc(-c2ccc(OC)c(OC)c2)nn1C | 8%
O=C(c1ccc2c(c1)N(Cc1ccc(F)cc1Cl)C(=O)c1ccccc1S2)N1CCC2(CC1)OCCO2 | -10%
CCN(CC)C(=O)c1ccc(NC(=O)c2ccc(-c3nn(C)c(=O)c4ccccc34)cc2)cc1 | 12%&3%
COc1ccc(C(C)=O)cc1Cc1c(O)[nH]c(=S)[nH]c1=O | ?
CC(=O)c1ccc(NC(=O)NC[C@H]2C[C@@H]3CCN2C[C@@H]3CN2CCCCC2)cc1 | -4%[86.2 µM]
COc1cc2c(cc1OCc1ccccc1)N(C(=O)CCc1ccccn1)CC21CCN(C)CC1 | 3%
COc1ccc(S(=O)(=O)NC[C@H]2C[C@@H]3CCN2C[C@@H]3CN2CCCCC2)cc1 | 10%[86.2 µM]
CCc1ccc(CNCCc2c[nH]c3ccccc23)cc1 | ?
CC(C)CCN1CCC(N2CCN(C(=O)COc3ccccc3)CC2)C1=O (configuration not stated) | -5%
COc1cc(OC)c2c(C)c(CC(=O)N3CCN(CCc4ccccn4)CC3)c(=O)oc2c1 | i
CCN1C2CCC1CN(C(=O)c1ccncc1)C2 | 7%[149 µM]
FC(F)(F)c1ccccc1N1CC1c1ccncc1 (configuration not stated) | 11%
CSCC(=O)N1C[C@@H]2C[C@H](C1)c1ccc(-c3cccc(C(F)(F)F)c3)c(=O)n1C2 | 35µM*
O=c1c2ccccc2nc(Cc2cccc([N+](=O)[O-])c2)n1-c1ccc(O)cc1 | 11%
Cc1nn(-c2ncnc3nc[nH]c23)c2c1C(c1ccc(Cl)cc1Cl)SCC(=O)N2 (configuration not stated) | -16%
COc1ccc(-c2cc([C@H]3CN4CC[C@H]3C[C@@H]4CNS(=O)(=O)c3ccc(C)cc3)n(C)n2)cc1OC | -15%
COc1cc2c(cc1OCc1ccncc1)NC(=O)C21CCN(Cc2nccs2)CC1 | -26%[86.2 µM]
Cc1nc(-c2cccs2)cc([C@H]2CN3CC[C@H]2C[C@@H]3CNC(=O)N2CCOCC2)n1 | ?
CCCS(=O)(=O)Nc1ccc(=O)n2c1[C@@H]1C[C@@H](CN(C(=O)Nc3ccc(OC)cc3)C1)C2 | 28µM*
COc1ccc(C(=O)N2C[C@@H]3C[C@H](C2)c2c(NC(=O)c4ccco4)ccc(=O)n2C3)cc1 | 214%[activator][86.2 µM]
O=C1Nc2ccccc2CC12CN(Cc1ccccn1)C2 | 7%[149 µM]
COc1cc2c(cc1OCc1ccccc1)N(C(=O)c1ccnn1C)CC21CCN(C)CC1 | -9%
O=S(=O)(c1ccc(F)cc1)N1[C@H]2CC[C@@H]1c1cncnc1C2 | 10%
Cn1nc(-c2ccc3ccccc3c2)cc1[C@H]1CN2CC[C@H]1C[C@@H]2CNC(=O)c1ccco1 | 2%
COCCNC(=O)NC(=O)CCl | 1%
COCCN1C[C@H]2CN(Cc3ccccn3)CCN2C1=O | ?
COc1cc2c(cc1Oc1ccccc1)NC(=O)C21CCN(C(=O)C2CCC2)CC1 | -20%[86.2 µM]
Cc1ccc(-n2c(/C=C/c3cccc(C(F)(F)F)c3)nc3ccccc3c2=O)cc1 | -6%
Cc1oc(-c2ccc(Cl)cc2)nc1CN1C(=O)CN=C(c2ccccc2)c2cc(Cl)ccc21 | -28%

Following part
mol | KDM5B inh
CCN(CC)C(=O)c1ccc(NC(=O)Cn2nc(-c3ccc(C)cc3)c3ccccc3c2=O)cc1 | 11%[11.5 µM]
Cc1ccccc1NS(=O)(=O)c1ccc(OCC(=O)N2CCN(C)CC2)cc1 | 18%
Cc1ccc(CN2CCCN(Cc3ccc(C)cc3)S2(=O)=O)cc1 | ?
CCCCn1c(O)c(C(CC)=NCCCn2ccnc2)c(=O)[nH]c1=O | 17%
COc1ccc(CNCCc2c(C)[nH]c3ccc(OC)cc23)c(F)c1 | ?
CCn1cc(C(=O)OC(C)C(=O)NC(=O)NC(C)(C)C)c2ccccc21 (configuration not stated) | 8%
O=C1Nc2ccccc2CNC12CCN(Cc1ccncc1)CC2 | -8%[149 µM]
COc1ccc(NC(=O)NC[C@H]2C[C@@H]3CCN2C[C@@H]3CN2CCN(c3ccccc3OC)CC2)cc1 | 5%
COCC1CN(C2CCC2)CC12CCN(Cc1ccncc1)CC2 (configuration not stated) | ?
Cc1cccc(-c2ncc(CN3CCC4(CCCNC4)C3)cn2)c1 (configuration not stated) | -15%
CC(=NCc1ccco1)c1c(O)n(-c2ccc(Cl)cc2)c(=O)[nH]c1=O | -10%
CCCCC(=O)N/N=C/c1c(O)n(CCC2=CCCCC2)c(=O)[nH]c1=O | ?
CC(=O)NC[C@H]1C[C@@H]2CCN1C[C@@H]2c1cc(-c2cccs2)nc(C)n1 | -12%[86.2 µM]
COc1cc2c(cc1OCc1ccccc1)NC(=O)C21CCN(C(=O)C2CCC2)CC1 | -6%[86.2 µM]
CC[C@H]1CN2CC[C@H]1C[C@@H]2CNS(=O)(=O)c1cccc(C#N)c1 | -16%[86.2 µM]
CCOc1ccc(N=Cc2c(O)n(-c3cc(C)cc(C)c3)c(=O)[nH]c2=O)cc1 | 54%[activator]
CN1CC2CN(C(=O)c3ccsc3)CC(C1)O2 | 17%
O=C1NC(=O)N(c2ccccc2)C(=O)/C1=C\c1ccccc1[N+](=O)[O-] | ?
COc1cc2c(cc1OCC1CC1)NC(=O)C21CCN(c2cc(NC3CC3)ncn2)CC1 | 13%[86.2 µM]
CCC(=O)OC1CCC2C3CCC4CC(=O)CCC4(C)C3CCC12C (configuration not stated) | 4%
COc1ccc([C@@H]2C[C@H]3[C@@H](CN2)CON3C)cc1 | 14%
COc1ccc(-c2cc([C@H]3CN4CC[C@H]3C[C@@H]4CNC(=O)C(C)(C)C)nc(C)n2)cc1OC | 32µM*
CCC1CCCCN1C(=O)CCl (configuration not stated) | 14%
c1ccc(CCNC2(c3nnnn3-c3ccccc3)CCCCC2)cc1 | 30%[activator]

The list is partial, so the mix of outcomes need not match the whole.
